hIAP inh: human IAP inhibition. P09923. purified IAP, CDP-Star luminescence, 30 min. inhibition, % at 10 µM. actives 0.12% (n = 330,000). AID 2544;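 active means inhibition reaching a set limit with compound at 10 µM in the primary screen, cut at about 35% in these data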;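 further: plate controls were DMSO wells with enzyme for no effect and no-enzyme buffer wells for full effect; values of inactives mirror those of a sister screen read the other way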
APOBEC3A inh: human APOBEC3A DNA deaminase inhibition | recombinant A3A, FAM/TAMRA ssDNA deamination fluorescence | inhibition, % at 20 µM | actives 0.41% (n = 330,000) | AID 493011;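 active means at least 40% inhibition at 20 µM here, with at most 30% in a related deaminase screen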;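 further: plate controls were A3A with DMSO for no effect and wells lacking A3A enzyme for full effect; some results filed as inactive read as strong as hits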
Target sequence (P31941 whole entry, looked up): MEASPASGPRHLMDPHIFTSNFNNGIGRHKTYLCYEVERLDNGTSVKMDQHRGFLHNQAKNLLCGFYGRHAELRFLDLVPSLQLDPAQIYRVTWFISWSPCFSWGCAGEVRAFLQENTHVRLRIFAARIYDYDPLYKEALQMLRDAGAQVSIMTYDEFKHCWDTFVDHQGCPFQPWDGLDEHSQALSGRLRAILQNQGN
mIAP block: blocks mouse intestinal alkaline phosphatase; purified mouse IAP, CDP-Star luminescence, 30 min; inhibition, % at 10 µM; actives 0.2% (n = 330,000);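 active means inhibition of at least 40% at 10 µM in the primary screen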;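 further: plate controls were DMSO with enzyme for no effect and no enzyme wells for full effect; values of inactives mirror those of a sister screen read the other way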
mIAP act: mouse IAP activation. muIAP, CDP-Star luminescence, 30 min; hits give high values; 1 = vehicle-only enzyme signal, 0 = enzyme-free wells. activation factor at 10 µM. actives 0.24% (n = 330,000). AID 2805;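 active means activation factor of at least 2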; further: the source names both 10 and 20 µM as test concentration; values of inactives mirror those of a sister screen read the other way
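System: mouse IAP enzyme. Reagent: CDP-Star chemiluminescent phosphatase substrate. Benchmarks: DMSO wells, no-enzyme wells. Times: 30 min enzyme-substrate-compound incubation at room temperature. Detection: luminescence from enzymatic CDP-Star hydrolysis. Doses: test compounds delivered from DMSO solution.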
MPTP block: permeability transition pore inhibition | inhibition, % at 10 µM | AID 602449 | isolated mouse mitochondria, Ca2+ swelling absorbance, 30 min | actives 1.4% (n = 360,000);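 active means inhibition of 50% or more, scaled per plate between neutral and stimulator controls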;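 further: 0% = DMSO wells given calcium and 100% = 1 mM EGTA wells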
GRIN3A LBD mod: modulators (binders) of human NR3A ligand-binding domain; NR3A LBD differential scanning fluorimetry, Tm shift; 0% = protein alone, 100% = glycine-bound protein; Tm shift relative to glycine control, % at 25 µM; actives 2.5% (n = 340,000);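 active means melting temperature shift of at least 10% of the positive control shift, at one fixed dose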
hIAP act: human IAP activation; P09923; purified human IAP, CDP-Star luminescence, 30 min; hits give high values; 1 = vehicle-only enzyme, 0 = enzyme-free background; activation factor at 10 µM; actives 0.16% (n = 330,000); AID 2524;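 active means activation factor of the enzyme at least 2-fold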; further: the source names both 10 and 20 µM as test concentration; values of inactives mirror those of a sister screen read the other way
beta cell repl: inducers of beta-cell replication in MIN6 cells; MIN6 cells proliferation, ATPlite luminescence, 48 h; cells starved in 0.2% serum; 100% = growth in 10% serum; proliferation, % at 10 µM; actives 0.29% (n = 330,000); AID 2380;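 active means compounds whose signal lies at least 3.5 SD above the mean of all wells on their plate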;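 further: 0% = DMSO-treated cells in low-serum medium and 100% = 10% serum control; some compounds called inactive have numbers as strong as hits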
APOBEC3G inh: APOBEC3G (human) deaminase inhibition | Q9HC16 | recombinant A3G, ssDNA deamination FAM/TAMRA fluorescence | inhibition, % at 20 µM | actives 0.28% (n = 330,000) | AID 493012;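 active means inhibition of at least 40% at 20 µM, with no more than 30% in the related APOBEC3A deaminase screen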;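 further: plate controls were DMSO wells with A3G for no effect and wells lacking A3G enzyme for full effect; some compounds called inactive have numbers as strong as hits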
Target sequence (Q9HC16 whole entry, looked up): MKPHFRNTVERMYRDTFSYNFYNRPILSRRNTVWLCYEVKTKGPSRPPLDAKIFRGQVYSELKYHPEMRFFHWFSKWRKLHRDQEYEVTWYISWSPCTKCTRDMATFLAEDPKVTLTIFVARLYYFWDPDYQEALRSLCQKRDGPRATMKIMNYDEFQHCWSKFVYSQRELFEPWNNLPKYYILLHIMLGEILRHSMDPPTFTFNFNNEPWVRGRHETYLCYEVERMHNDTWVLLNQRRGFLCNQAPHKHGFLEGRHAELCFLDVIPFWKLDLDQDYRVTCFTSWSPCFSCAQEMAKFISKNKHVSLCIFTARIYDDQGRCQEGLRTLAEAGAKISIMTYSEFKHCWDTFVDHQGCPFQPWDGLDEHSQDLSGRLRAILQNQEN
* = called active by the depositor; · = not tested or not shown. Outcome played no part in choosing rows; about 5% have a hit in one of these screens.

SMILES	hIAP inh	APOBEC3A inh	mIAP block	mIAP act	MPTP block	GRIN3A LBD mod	hIAP act	beta cell repl	APOBEC3G inh
COCCNC(=O)Cn1c(=O)n(CCCCCC(=O)Nc2ccccc2)c(=O)c2sccc21	21	0	-7	1.1	-0.9	0	0.79	0	-1
COc1ccc(N=Cc2c(O)n(-c3cccc(C)n3)c(=O)c3ccccc23)cc1	15	-2	4	0.95	-0.3	-1	0.85	-1	-10
Cc1ccc(NC(=O)Nc2cccnc2)cc1NC(=O)Nc1cccnc1	-7	-2	-25	1.3	0.6	-13	1.1	-5	-4
CCc1c(C)sc(NC(=S)NC(C)C2CCCO2)c1C(=O)OC (stereo unspecified)	10	-1	-4	1	1.5	-10	0.9	-2	-12
CCCCOc1ccc(C(C)NC(=O)CCS(=O)(=O)Cc2ccccc2F)cc1 (stereo unspecified)	-3	0	-8	1.1	-0.7	2	1	0	-5
O=C(CSc1nc2ccccc2s1)NC1CCCC1	7	3	8	0.92	1.3	1	0.93	-3	9
O=C(NCC12CC3CC(CC(C3)C1)C2)c1nc2ncccn2n1	-1	-1	-2	1	1.7	3	1	-2	-4
O=C(CSc1ccc(-c2ccccn2)nn1)N1CCc2ccccc21	0	4	5	0.95	0.0	0	1	-4	-12
Cc1cccc2sc(NNC(=O)C3=COCCO3)nc12	-62	-1	14	0.86	-0.9	1	1.6	-2	0
CC(=O)N1c2ccc(S(=O)(=O)N3CCC(C(=O)NC4CCCCC4C)CC3)cc2CC1C (stereo unspecified)	8	-3	-9	1.1	-0.9	-1	0.92	-3	-8
COc1ccccc1C(=O)N1CCN(c2ccc(N3CCOCC3)nn2)CC1	4	-4	0	1	-1.3	-2	0.96	-5	-6
CC1CCC(C(C)C)C(=O)/C1=C/c1ccc(N)cc1 (stereo unspecified)	9	-12	6	0.94	0.8	-1	0.91	-3	-9
CN(Cc1ccccc1)C(=O)CSc1nnc(-c2ccco2)n1-c1ccccc1	-14	4	-6	1.1	0.0	0	1.1	4	-4
O=C(Nc1cc(S(=O)(=O)N2CCCCC2)ccc1N1CCOCC1)c1cc(=O)[nH]c2ccccc12	-11	-1	8	0.92	2.5	-2	1.1	-4	-5
COc1ccc(N(CC(=O)N/N=C(\C)c2ccc(OC)c(OC)c2)S(=O)(=O)c2ccccc2)cc1	3	0	-2	1	2.2	4	0.97	-4	-3
CCOC(=O)c1cnn(CCOC(=O)c2ccc(OC)cc2)c1NC(=O)c1ccc(OC)cc1	-4	-2	-6	1.1	1.2	16*	1	1	-9
O=C(CSc1nnc(COc2ccccc2Cl)o1)NC(=O)NC1CCCC1	-13	3	4	0.96	1.5	-19	1.1	0	4
CC(=O)Nc1ccc(C(=O)OCC(=O)N2CC3(C)CC2CC(C)(C)C3)cc1 (stereo unspecified)	9	-3	-10	1.1	-1.8	-7	0.91	3	-5
O=C(/C=C/c1ccccc1)Nc1nnc(-c2ccco2)o1	0	-4	2	0.98	-0.9	-1	1	-1	-7
COc1ccccc1OCc1nnc(SCCN2CCOCC2)o1	6	2	-7	1.1	-0.6	-2	0.94	1	4
COc1ccccc1C(=O)Nc1ccc2oc(-c3ccc(F)cc3)nc2c1	10	-2	7	0.93	3.9	14*	0.9	-1	-8
CC(=O)Nc1ncc(Cc2cccc(Cl)c2)s1	-10	2	-4	1	0.7	5	1.1	-4	7
O=C(OC(C(=O)NCc1cccs1)c1ccc(F)cc1)c1ccco1 (stereo unspecified)	-5	3	5	0.95	-1.9	6	1.1	-1	1
COc1ccc(C(=O)NNC(=O)COc2ccc(Cl)cc2C)cc1S(=O)(=O)N1CCOCC1	-57	-2	6	0.94	-1.1	-3	1.6	1	-11
COc1cccc(N2C(=O)CN(Cc3ccc(OC)c(OC)c3)C2=S)c1	0	-6	0	1	0.8	1	1	-3	-9

Complete entries, quoted from the list. Values in the order: hIAP inh | APOBEC3A inh | mIAP block | mIAP act | MPTP block | GRIN3A LBD mod | hIAP act | beta cell repl | APOBEC3G inh
`CC(=O)Nc1ccc(C(=O)OCC(=O)N2CC3(C)CC2CC(C)(C)C3)cc1` (stereo unspecified) in the list: 9 | -3 | -10 | 1.1 | -1.8 | -7 | 0.91 | 3 | -5
`O=C(CSc1nc2ccccc2s1)NC1CCCC1` in the list: 7 | 3 | 8 | 0.92 | 1.3 | 1 | 0.93 | -3 | 9
`CC1CCC(C(C)C)C(=O)/C1=C/c1ccc(N)cc1` (stereo unspecified) in the list: 9 | -12 | 6 | 0.94 | 0.8 | -1 | 0.91 | -3 | -9
`O=C(NCC12CC3CC(CC(C3)C1)C2)c1nc2ncccn2n1` in the list: -1 | -1 | -2 | 1 | 1.7 | 3 | 1 | -2 | -4
`CN(Cc1ccccc1)C(=O)CSc1nnc(-c2ccco2)n1-c1ccccc1` in the list: -14 | 4 | -6 | 1.1 | 0.0 | 0 | 1.1 | 4 | -4

(list continues)
SMILES	hIAP inh	APOBEC3A inh	mIAP block	mIAP act	MPTP block	GRIN3A LBD mod	hIAP act	beta cell repl	APOBEC3G inh
CC(C)Oc1cccc(C(=O)Nc2ccc(N3CCN(S(C)(=O)=O)CC3)cc2)c1	-6	1	-4	1	1.1	-1	1.1	1	1
Cc1ccc(NC(=O)c2ccc3c(c2)C(=O)N(c2ccccc2C)C3=O)nc1	-18	-1	-16	1.2	-0.1	0	1.2	-1	-5
Cc1c(NC(=S)NC(=O)c2cccc(Br)c2)c(=O)n(-c2ccccc2)n1C	-25	-2	-5	1	0.1	0	1.2	2	-5
Cn1c(=O)c2c(nc(CN3CCCCC3)n2CCCc2ccccc2)n(C)c1=O	-8	-3	-1	1	-2.0	3	1.1	-2	-2
COc1ccc(N2CCN(C(=S)Nc3ccc(C)cc3)CC2)cc1	-15	-2	2	0.98	1.9	-1	1.1	-1	0
Cc1ccc2nc(N(CCCN(C)C)C(=O)c3ccc(S(=O)(=O)N4CCc5ccccc5C4)cc3)sc2c1	20	3	18	0.82	1.9	-8	0.8	-7	-4
CCOc1ccccc1CNC(=O)c1c([N+](=O)[O-])c(C)nn1C	16	5	3	0.97	12	-4	0.84	-1	1
N/C(=N\OC(=O)/C=C/c1ccccc1)c1ccc(Cl)cc1	11	-2	12	0.88	1.5	7	0.89	-1	-7
CC(C)[N+](C)(C)CC(O)CN(c1ccccc1)c1ccccc1 (stereo unspecified)	2	61*	9	0.91	0.8	0	0.98	1	10
Nc1nonc1NC(=O)CSc1ncccc1C(=O)O	8	17	3	0.97	3.0	-1	0.92	-1	-4
N#Cc1cc2sc3nc4ccccc4n3c2cc1C#N	8	-3	3	0.97	·	·	0.92	-1	-1
CCOC(=O)CCCNC(=O)CN1CCC(c2nc3ccccc3s2)CC1	-10	5	7	0.93	0.6	-1	1.1	-3	-12
COC(=O)c1sc(NC(=O)COc2ccc(OC)cc2)nc1C	13	-2	9	0.91	-0.1	5	0.87	-1	-5
O=C(O)CCCN1C(=O)c2ccc(C(=O)c3cccc([N+](=O)[O-])c3)cc2C1=O	18	-1	5	0.95	-2.3	-2	0.82	-3	1
Clc1ccc(-c2nnc3sc(Cc4cccs4)nn23)cc1	2	-1	10	0.9	-1.7	-6	0.98	-6	-3
COc1ccc(/C=N/NC(=O)c2cccc([N+](=O)[O-])c2)cc1OC(=O)c1ccc(C)cc1	9	-1	14	0.86	-0.4	3	0.91	-5	-1
Cc1ccc(CN2CCN(Cc3nc4ccccc4nc3C)CC2CCO)cc1 (stereo unspecified)	-5	-1	-4	1	2.6	-1	1.1	0	-4
NC(N)=N/N=C/c1ccc(OS(=O)(=O)c2ccccc2)cc1	4	-3	7	0.93	4.1	-2	0.96	-4	-8
O=[N+]([O-])c1nn(-c2ccc3c(c2)OCCO3)n(O)c1=NC1CCCCC1	9	-3	17	0.83	0.4	-1	0.91	-4	-3
C=CCn1c(COc2ccccc2)nnc1SCC(=O)C(C)(C)C	23	-2	1	0.99	3.5	-1	0.77	3	-3
CCCCCC(=O)Nc1ccc2oc(-c3cncc(Br)c3)nc2c1	10	1	6	0.94	-0.9	3	0.9	-3	-4
CCc1ccc2[nH]c(=O)c(CN(CCN(C)C)C(=S)NCc3ccco3)cc2c1	9	-6	7	0.93	-0.5	0	0.91	0	-7
COCC1CCN(C(=O)CCc2nnc(C3(c4ccc(Cl)cc4)CCC3)o2)CC1	-18	-4	-2	1	0.9	-1	1.2	7	-10
CC(C)(C)OC(=O)N1Cc2[nH]c3ccccc3c2C[C@@H]1C(=O)O	0	-4	8	0.92	-2.1	2	1	5	-6
O=C(NCc1ccco1)C1Cc2ccccc2CN1C(=O)c1ccco1 (stereo unspecified)	-4	5	-2	1	2.3	1	1	0	0

The list goes on.
SMILES	hIAP inh	APOBEC3A inh	mIAP block	mIAP act	MPTP block	GRIN3A LBD mod	hIAP act	beta cell repl	APOBEC3G inh
COc1ccc([C@H]2CC(=O)C=C(c3cc(F)ccc3OC)C2)cc1	15	-5	9	0.91	0.3	2	0.85	-1	-11
COC(=O)c1c(NC(=O)COC(=O)CCNS(=O)(=O)c2ccc(NC(C)=O)cc2)sc(C)c1C	0	-1	3	0.97	-2.3	0	1	-1	-7
O=C(N1CCCC1)N1CCN(S(=O)(=O)c2ccccc2)CC1	10	1	3	0.97	-1.6	1	0.9	0	-4
CC1CCc2[nH]c3ccc(C(=O)O)cc3c2C1 (stereo unspecified)	-4	-9	-13	1.1	0.4	-1	1	-2	-3
COc1ccc(C2CC(=O)c3sc(N)nc3C2)cc1 (stereo unspecified)	-6	-2	7	0.93	0.6	0	1.1	0	-3
O=S(=O)(c1ccc(Cl)cc1)N1CCC(O)(c2cccnc2)CC1	-1	-3	-12	1.1	-0.2	-1	1	1	-9
O=[N+]([O-])c1ccccc1C1Nc2cccc3cccc(c23)N1	9	-2	7	0.93	1.3	-7	0.91	-6	-1
O=C(CN(c1ccccc1)S(=O)(=O)c1ccccc1)N/N=C/c1ccco1	-9	0	6	0.94	3.4	0	1.1	-1	-2
CCC1=NN2C(=N)/C(=C\c3cccn3-c3cccc(Cl)c3)C(=O)N=C2S1	-11	4	3	0.97	9.0	-9	1.1	0	-5
O=C(Nc1cnn(C23CC4CC(CC(C4)C2)C3)c1)c1cc(-c2ccccc2)on1	5	-3	1	0.99	11	-3	0.95	-3	-2
CCOC(=O)c1cnn(-c2ccc(F)cc2)c1N	-12	1	-11	1.1	-0.3	0	1.1	-1	1
COc1ccc(NC(=O)c2cccc(NC(=O)C(C)C)c2)c([N+](=O)[O-])c1	-1	-2	17	0.83	2.3	0	1	0	-3
Cc1cccc(Cc2ncc(C(F)(F)F)cc2Cl)c1	13	-2	3	0.97	-1.2	0	0.87	3	-3

Bioassay records: PubChem, Sanford-Burnham Center for Chemical Genomics
